Source: PubChem BioAssay (National Center for Advancing Translational Sciences (NCATS))
D1 agonist = agonists of human D1 dopamine receptor; HEK293 T-REx D1 cells, calcium flux, agonist mode; 360,000 compounds, 1% hits; activation, % at 2 µM; AID 504660; P21728; further: 0% is about no effect
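Inducible HEK293 T-REx D1 cells, force-coupled to calcium signalling, were plated at 4000 cells/well with tetracycline and held overnight at 30 C. After no-wash calcium dye loading, compound-evoked calcium rise over 180 s flagged agonists.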
D2 antagonist = antagonists of human D2 dopamine receptor | P14416 | HEK293 TREx D2 cells, calcium flux, dopamine EC80 | inhibition, % at 10 µM | 340,000 compounds, 2% hits | AID 485344; in the data active means inhibition above about 30%; further: 0% is about no effect
Target sequence (P14416 whole entry, looked up): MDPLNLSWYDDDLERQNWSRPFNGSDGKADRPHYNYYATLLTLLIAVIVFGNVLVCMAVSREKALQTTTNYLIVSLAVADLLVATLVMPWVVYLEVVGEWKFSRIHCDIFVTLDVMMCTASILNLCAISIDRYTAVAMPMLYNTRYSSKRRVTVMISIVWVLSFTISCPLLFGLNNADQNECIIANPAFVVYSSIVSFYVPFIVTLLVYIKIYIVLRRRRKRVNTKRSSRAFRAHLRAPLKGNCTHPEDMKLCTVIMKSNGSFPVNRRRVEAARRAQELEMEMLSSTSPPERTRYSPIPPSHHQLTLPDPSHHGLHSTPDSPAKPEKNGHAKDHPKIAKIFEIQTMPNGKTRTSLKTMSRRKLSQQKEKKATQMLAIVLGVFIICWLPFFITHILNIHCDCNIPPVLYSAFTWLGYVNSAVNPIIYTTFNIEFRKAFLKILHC
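Antagonism is scored as inhibition of an EC80 dopamine-evoked calcium signal in a force-coupled, tetracycline-inducible HEK293 T-REx D2 line, with compound present 180 s before agonist.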
TRHR PAM = TRH receptor (human) allosteric enhancement; 360,000 compounds, 0.66% hits; P34981; TRHR cells, fluo-8 calcium fluorescence, EC20 TRH enhancement; enhancement, % at 2 µM; in the data active means enhancement above about 30%; further: 0% is about no effect
Target sequence (P34981 whole entry, looked up): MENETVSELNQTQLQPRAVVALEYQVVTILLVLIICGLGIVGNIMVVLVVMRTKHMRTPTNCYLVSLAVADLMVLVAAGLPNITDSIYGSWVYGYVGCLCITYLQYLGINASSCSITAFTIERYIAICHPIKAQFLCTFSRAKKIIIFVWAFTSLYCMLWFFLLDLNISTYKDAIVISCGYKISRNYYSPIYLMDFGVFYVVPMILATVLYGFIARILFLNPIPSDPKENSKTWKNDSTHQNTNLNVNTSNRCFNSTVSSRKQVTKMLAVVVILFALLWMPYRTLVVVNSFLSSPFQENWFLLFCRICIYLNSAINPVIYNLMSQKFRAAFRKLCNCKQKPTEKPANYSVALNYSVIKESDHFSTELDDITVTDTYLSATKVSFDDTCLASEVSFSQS
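TRHR-expressing cells loaded with fluo-8 calcium dye were read kinetically (ex 480/em 530) during compound addition, then stimulated with an EC20 of TRH (10 nM final). Enhancement of the Gq-mediated intracellular calcium response was scored.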
D1 antagonist = blocks dopamine activation of the human D1 receptor | P21728 | activity change, negative = inhibition, % at 10 µM | 360,000 compounds, 3.2% hits | AID 504652 | HEK293 TREx D1 cells, calcium flux, dopamine EC80; stronger effect = lower value; in the data active means activity change below about -30%; further: on the % scale 0 is the no-effect control and ±100 the full control effect
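Using tetracycline-induced force-coupled D1 Hek293 cells and a calcium dye, signals were followed for 180 s after compound, then for 180 s after EC80 dopamine, to detect inhibitors.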
D2 ag = activates the human D2 dopamine receptor; HEK293 T-REx D2 cells, calcium flux agonist mode; P14416; 340,000 compounds, 0.53% hits; activation, % at 2 µM; AID 485358;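 active means activation over 3 SD above normal in the single-dose calcium agonist read, cut at about 30% in these data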; further: 0% is about no effect
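In this primary screen, compounds producing a positive calcium signal within 180 s of addition to tetracycline-induced, force-coupled HEK293 Trex D2 cells are flagged; cells are dye-loaded with a no-wash calcium kit beforehand.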
RXFP1 antagonist = RXFP1 (human) relaxin receptor antagonism; activity change, negative = inhibition, % at 57.5 µM; 350,000 compounds, 0.59% hits; HEK293-RXFP1, relaxin-stimulated cAMP HTRF, 30 min; stronger effect = lower value; Q9HBX9;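 active means activity change of -60% or lower, but not beyond a set lower limit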; further: on the % scale 0 is the no-effect control and ±100 the full control effect
TRHR ag = TRH receptor (human) agonism. TRHR cells, calcium flux fluo-8, FDSS agonist mode. activation, % at 2 µM. 360,000 compounds, 0.18% hits; further: 0% is about no effect
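Steps: seed TRHR cells overnight; add fluo-8 no-wash Ca dye, RT 30 min–1.5 h; record 10 s baseline; pin-transfer compounds; monitor fluorescence 1 cycle/s for the agonist window. Calcium increases flag candidate agonists.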
D1 PAM = potentiators of human D1 dopamine receptor. P21728. HEK293 TREx D1 cells, calcium flux, dopamine EC20 potentiation. potentiation, % at 10 µM. 360,000 compounds, 0.036% hits. AID 504651; in the data active means potentiation above about 30%; further: 0% is about no effect
D2 potentiator = positive allosteric modulators of human D2 dopamine receptor; 340,000 compounds, 0.34% hits; P14416; HEK293 T-REx D2, calcium flux, EC20 dopamine potentiation; potentiation, % at 10 µM;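 active means potentiation over 3 SD above the plate norm, cut at about 30% in these data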; further: 0% is about no effect
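Primary screen. Calcium kinetics in induced HEK293 T-REx D2 cells: compound pre-addition 180 s, EC20 dopamine, 180 s more.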
Numbers without * were called inactive; . = no result given. Unless noted, no stated cut-off is given here; in the data, active means activation above about 30%; inactive means the rest.

SMILES	D1 agonist	D2 antagonist	TRHR PAM	D1 antagonist	D2 ag	RXFP1 antagonist	TRHR ag	D1 PAM	D2 potentiator
COc1cccc(Nc2nc3ccccc3c3nncn23)c1	1	.	1	7	0.2	-21	-0.7	5	7
COC(=O)c1ccc(NC(=O)C(=O)N2CCN(C(=S)NCCc3ccccc3)CC2)cc1	4	0	3	12	0.5	-2	0.2	10	5
O=C(CSc1nnc(-c2cccs2)n1-c1ccccc1)N1CCCc2ccccc21	4	-10	21	4	1.0	-27	-1.0	-5	0
O=C(c1cccs1)N1CCCC(c2nc3c(nnn3Cc3ccc(F)cc3)c(=O)[nH]2)C1 (stereo not drawn)	-1	2	15	1	-0.5	8	0.3	-2	13
Cn1c(NC(=O)c2ccc(F)c(F)c2)cc(=O)n(C)c1=O	0	22	0	-2	0.8	.	0.2	1	5
CCOc1cc(C(=O)O/N=C(\N)c2ccc([N+](=O)[O-])cc2)cc(OCC)c1OCC	-2	-4	-1	-10	0.4	-3	1.3	2	4
CCOC(=O)C1CCN(C(=O)c2ccccc2NS(=O)(=O)c2ccc(F)cc2)CC1	4	-25	7	9	-0.2	13	-0.9	-7	-4
Cn1nc(C(F)(F)F)c2cc(C(=O)NC3CC3)sc21	0	11	2	1	0.5	-17	0.5	-3	6
CC(Oc1ccc2c(c1)oc(=O)c1ccccc12)C(=O)NCC1CCC(C(=O)O)CC1 (stereo not drawn)	4	-5	-2	-1	0.0	.	-0.3	-7	-2
COc1ccc(-c2nc3sc(CCNC(=O)c4cc(OC)c(OC)c(OC)c4)c(C)n3n2)cc1	0	.	11	.	-1.1	.	-0.4	0	5
NC(=S)N/N=C/c1cccc(Br)c1	1	-2	2	-13	-0.2	-13	-1.3	-2	3
CCn1c(=O)c2cc(C(=O)Nc3cc(OC)c(OC)c(OC)c3)sc2c2ccccc21	2	.	0	12	-1.5	.	-0.1	1	11
Cc1ccc(Nc2ccc(C(=O)NCCc3ccccc3)cn2)cc1	-2	5	10	7	0.7	-12	0.1	-7	7
CCC(C)NC(=O)CCn1c(=O)c2cccn2c2ccc(F)cc21 (stereo not drawn)	2	8	-2	-12	-0.5	2	-0.2	-3	-6
CCCCOC(=O)c1ccc(NC(=S)N2CCN(c3ncc4c(=O)c(C(=O)O)cn(CC)c4n3)CC2)cc1	1	4	1	-2	0.2	15	0.7	-2	11
Cc1cccc(NC(=O)CS(=O)(=O)Cc2ccccc2)n1	0	-2	-5	-12	-0.2	-4	-1.1	-6	11
O=C(NC1CCCCC1)c1cc2nc3c(c(C(F)(F)F)n2n1)CCCC3	10	-18	1	14	0.8	-10	-0.4	-2	.
CSc1sc(C(=O)N2CCCCC2)c(-c2cccs2)c1C#N	1	-1	3	-12	-2.0	-11	-1.4	2	14
O=C(C1c2ccccc2C(=O)N2CCc3ccccc3C12)N1CCN(Cc2ccccc2)CC1 (stereo not drawn)	-1	-13	2	-14	0.8	-10	0.3	0	-1
Cc1cc(C)c2nc(SCC#N)cc(C)c2c1	3	-5	2	-6	-0.3	13	-0.3	-3	23
COc1cccc(Cn2c(=O)n(-c3cccc(Cl)c3)c(=O)c3c4c(sc32)CN(C(C)=O)CC4)c1	2	.	4	-25	.	.	0.7	-5	0
COCCn1c(CNC(=O)c2cccc(C)c2)nc2cccnc21	0	.	-3	-2	0.5	0	0.5	1	-4
O=S(=O)(NCCc1ccccc1F)c1cccc(S(=O)(=O)N2CCOCC2)c1	13	-3	2	-1	0.8	14	0.0	-2	10
COc1ccc(CCNC(=O)CSC2=Nc3ccccc3C3=NC(CCC(=O)NCc4ccccc4)C(=O)N23)cc1OC (stereo not drawn)	0	.	-3	12	-0.1	-7	-0.1	4	6

One compound at a time, as listed above. Values in the order: D1 agonist, D2 antagonist, TRHR PAM, D1 antagonist, D2 ag, RXFP1 antagonist, TRHR ag, D1 PAM, D2 potentiator
COc1ccc(CCNC(=O)CSC2=Nc3ccccc3C3=NC(CCC(=O)NCc4ccccc4)C(=O)N23)cc1OC (stereo not drawn) in the list: 0, ., -3, 12, -0.1, -7, -0.1, 4, 6
COc1cccc(Cn2c(=O)n(-c3cccc(Cl)c3)c(=O)c3c4c(sc32)CN(C(C)=O)CC4)c1 in the list: 2, ., 4, -25, ., ., 0.7, -5, 0
Cc1cc(C)c2nc(SCC#N)cc(C)c2c1 in the list: 3, -5, 2, -6, -0.3, 13, -0.3, -3, 23

New compounds follow
SMILES	D1 agonist	D2 antagonist	TRHR PAM	D1 antagonist	D2 ag	RXFP1 antagonist	TRHR ag	D1 PAM	D2 potentiator
CCC(C)c1ccc(NC(=O)CC(C)=O)cc1 (stereo not drawn)	0	3	10	5	-1.8	-12	-0.1	8	16
Cc1ccc(NC(=O)C2CCN(C(=O)[C@@H]3Cc4ccccc4CN3)CC2)c(C)c1	2	3	1	4	1.2	-25	0.3	-5	-9
C=CCn1c(=NC(=O)c2ccc(S(=O)(=O)N3CCc4ccccc4C3)cc2)sc2cc(S(N)(=O)=O)ccc21	3	-2	-1	-20	1.6	-8	-0.5	0	17
COc1cccc(/C=C2\SC(=O)N(CCC(=O)NNC(=O)c3cccc(Cl)c3)C2=O)c1	0	-10	6	11	0.3	-3	0.0	0	24
CC1CN(C(=O)c2cc3c(=O)n4ccccc4nc3n2C)CC(C)O1 (stereo not drawn)	0	5	1	-19	1.7	25	-0.4	-2	14
O=C(NNc1cc(Cl)cc(Cl)c1)c1c(F)cccc1Cl	0	-12	-5	-3	-1.2	-16	0.2	-4	5
CC(C)Cn1c(N)c(C(=O)COC(=O)c2ccccc2F)c(=O)n(C)c1=O	10	-12	-1	-19	0.2	3	0.1	-1	-1
Cc1ccc(Cn2c([N+](=O)[O-])cnc2C)cc1	1	-1	-2	-6	0.6	.	0.2	-5	8
CCOCCCNC(C(=O)Nc1ccc(OC)c(Cl)c1)c1ccccc1 (stereo not drawn)	0	-1	1	5	0.8	-7	-0.3	1	8
Cc1cccc(OCCOCCN2CCOCC2)c1C	0	-8	-11	-2	-0.3	-5	-0.2	0	-5
CCOc1cc(S(=O)(=O)N(CC)CC)ccc1Br	1	21	19	3	-0.5	-1	-0.1	1	-6
Cc1cccc(C)c1OCC(=O)N/N=C/c1ccncc1	2	-20	1	-9	0.8	-10	-0.1	-1	-3

Brought forward from above: 3 entries, followed by the next part.
SMILES	D1 agonist	D2 antagonist	TRHR PAM	D1 antagonist	D2 ag	RXFP1 antagonist	TRHR ag	D1 PAM	D2 potentiator
Cc1cccc(OCCOCCN2CCOCC2)c1C	0	-8	-11	-2	-0.3	-5	-0.2	0	-5
CCOc1cc(S(=O)(=O)N(CC)CC)ccc1Br	1	21	19	3	-0.5	-1	-0.1	1	-6
Cc1cccc(C)c1OCC(=O)N/N=C/c1ccncc1	2	-20	1	-9	0.8	-10	-0.1	-1	-3
CCOC(=O)CSc1nc(N)c(C#N)cc1C#N	2	15	0	-1	3.7	9	0.4	-3	0
O=C(NNC(=O)c1nc(Cl)ccc1Cl)c1ccc(F)cc1	2	-3	11	2	0.3	-2	0.7	-8	-5
COc1ccc(Nc2nnc(-c3ccc(C(=O)NCCO)cc3)c3ccccc23)cc1	7	4	8	5	-0.1	6	0.0	0	-4
Cc1c(Cl)cccc1-c1ccc(CNc2ccc3[nH]c(=O)[nH]c3c2)o1	3	.	0	-19	-1.9	-17	-0.3	2	8
COc1ccc(Cc2nnc(SCC(=O)NCCc3ccccc3)o2)cc1	4	-6	-5	7	0.4	-6	-0.3	-13	7
CCCCOc1ccc(OCCNC(=O)C2CCCN2C(=O)Nc2ccccc2)cc1 (stereo not drawn)	1	4	1	0	0.6	-6	-0.9	.	0
CC1=NN(C(=O)c2ccc(Cn3cc(Br)c([N+](=O)[O-])n3)o2)C(O)(C(F)(F)F)C1 (stereo not drawn)	3	-5	5	-5	0.6	17	-0.1	-3	-5
CC(=O)N1CCC(N(Cc2ccc(C)o2)C(=O)Nc2ccccc2F)CC1	2	.	0	2	0.2	-2	-0.5	0	-11
COc1ccc(CCNc2nnc(C)c(=O)[nH]2)cc1OC	3	1	0	8	-0.4	5	-0.1	-2	-5
N#C/C(=C\c1ccc(OCCN2CCOCC2)cc1)C(=O)Nc1ccccc1F	13	2	-2	-18	0.9	-7	2.1	-3	-4
O=C(O)c1cc(C2CC2)nc2ccccc12	-2	-22	-3	4	0.8	.	0.5	-3	7
CC(C)(C)C(=O)N1CCN(c2ncnc3scc(-c4ccccc4)c23)CC1	0	9	8	-9	-0.7	0	-0.3	-10	7
O=C(O)CCSc1nc2ccccc2n1CCOc1ccccc1	1	12	5	-11	-0.3	-5	-0.3	-3	-5
O=C(Cn1c(C(F)(F)F)nc2ccccc21)c1ccc(F)cc1	0	15	-5	-5	-0.9	-11	0.0	-1	2
CCOC(=O)N1CCC(n2c(SCC(=O)Nc3nccs3)nc3ccsc3c2=O)CC1	2	.	-6	-3	.	-5	-0.4	-16	.
CC1CCN(S(=O)(=O)c2ccc3c(c2)N(CC(=O)NCCc2ccc(Cl)cc2)C(=O)CO3)CC1	-1	.	-7	-1	.	.	-0.4	-2	-3
Cc1ccc2c(c1)N(CC(=O)N1CCC(O)CC1)C(=O)CO2	1	10	1	7	0.5	-11	-1.1	-2	-19
COC(=O)NCC(c1cccnc1)N1CCN(c2ccc(F)cc2)CC1 (stereo not drawn)	7	.	1	9	-1.7	-7	0.2	-1	6
CCn1ncc(C2=NOC(C(=O)Nc3ccc4c(c3)OCO4)C2)c1C (stereo not drawn)	27	-2	-5	-11	-0.2	13	-0.2	-9	4
COc1ccc(C)cc1NC(=O)COC(=O)Cc1ccc(-c2ccccc2)cc1	15	-3	-2	-36*	-0.8	-10	-0.5	0	-1
